Compound activity: PubChem, The Scripps Research Institute Molecular Screening Center
PG9 binder – binders of HIV-1 gp120 antibody PG9, primary screen, biochemical, TR-FRET; TR-FRET gp120-PG9 antibody binding; 360,000 tested, 0.43% active; inhibition, % at 6.7 µM; HIV-1 gp120 / PG9 antibody interaction; in the data active = inhibition above about 8.5%
LEDGF integ inh – blockers of LEDGF/p75-dependent integrase strand transfer – biochemical, TR-FRET, high throughput, primary screen. inhibition, % at 3.7 µM. HIV-1 integrase (with human LEDGF/p75). TR-FRET IN-LEDGF/p75 DNA integration, Eu/Cy5. 370,000 tested, 0.64% active;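 active = inhibition above the screen-wide mean plus 3 SD, cut at about 13% in these data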;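 note: signal is the Cy5 over europium emission ratio at 671 and 618 nm; 0% = plate median of compound wells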
UHRF1 MBD2 ctr – UHRF1 methylated DNA binding inhibitors, primary screen, counter-screen for MBD2 inhibitor project, biochemical, TR-FRET, human UHRF1, single concentration | E3 ubiquitin-protein ligase UHRF1 (Homo sapiens), Q96T88 | UHRF1 binding to methylated oligo | AID 687016, 2013 | 370,000 tested, 0.75% active | inhibition, % at 4.4 µM; in the data active = inhibition above about 21%;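 note: UHRF1 SRA domain binding a hemimethylated CpG hairpin DNA probe; 0% = median of test compound wells and 100% = reference inhibitor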
ABHD4 inh – ABHD4 inhibitors, primary screen, biochemical, fluorescence polarization, mouse; (Lyso)-N-acylphosphatidylethanolamine lipase (Mus musculus), Q8VD66; purified mABHD4, FP-Rh probe fluorescence polarization; inhibition, % at 8.92 µM; 370,000 tested, 0.54% active;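 active = inhibition exceeding the mean over every tested compound plus 3 SD, cut at about 30% in these data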;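 note: 0% = plate median of compound wells and 100% = S159A mutant with DMSO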
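assay system = mABHD4 protein | compound dosing = single nominal dose of 8.92 µM, 0.89% DMSO final | read-out basis = percent inhibition of probe binding, normalized to plate controls | schedule = Enzyme–compound pre-incubation 45 min, then probe 60 min, both 25 °C | detection = fluorescence polarization, excitation 525 nm, emission 598 nm, BODIPY TMR filters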
SIAE inh – human SIAE inhibitors, primary screen, biochemical, fluorescence polarization, FP-Rh probe, 1536-well HTS | Sialate O-acetylesterase (Homo sapiens), Q9HAT2 | SIAE FP-Rh probe binding | inhibition, % at 9.66 µM | 370,000 tested, 0.69% active | AID 1053197, 2014;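 active = inhibition above a cutoff: mean of compounds within the control limits plus 3 SD of those, cut at about 17% in these data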;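 note: 0% = plate median of compound wells and 100% = probe without SIAE protein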
HTRA1 inh – HTRA1 serine protease inhibitors, primary screen, biochemical, fluorescence polarization, HTS; 340,000 tested, 0.5% active; AID 504803, 2011; recombinant HTRA1, FP-rhodamine activity-based probe; inhibition, % at 5.96 µM; in the data active = inhibition above about 36%;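 note: 0% = enzyme with DMSO and 100% = wells lacking enzyme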
Target sequence (Q92743 whole entry, looked up): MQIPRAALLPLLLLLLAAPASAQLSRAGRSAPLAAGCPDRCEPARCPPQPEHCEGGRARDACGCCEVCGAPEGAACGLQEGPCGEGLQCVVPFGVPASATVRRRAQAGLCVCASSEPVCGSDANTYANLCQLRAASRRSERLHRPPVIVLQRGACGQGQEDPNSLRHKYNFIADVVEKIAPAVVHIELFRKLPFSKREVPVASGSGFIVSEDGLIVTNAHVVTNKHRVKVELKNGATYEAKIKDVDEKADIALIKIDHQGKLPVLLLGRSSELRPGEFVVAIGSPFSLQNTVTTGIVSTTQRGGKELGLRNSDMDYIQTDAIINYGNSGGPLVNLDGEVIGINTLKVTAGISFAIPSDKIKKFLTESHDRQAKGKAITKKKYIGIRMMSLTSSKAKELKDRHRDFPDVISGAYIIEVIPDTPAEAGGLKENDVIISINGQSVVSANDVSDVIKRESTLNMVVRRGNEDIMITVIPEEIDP
DDE Tn7 FP inh – inhibitors of Tn7 peptide binding to fibrin DD(E), primary screen, biochemical, fluorescence polarization, human fibrin, Tn7 probe; FP displacement of FITC-Tn7 peptide from fibrin DD(E); 0% = median of compound wells per plate; inhibition, % at 8.3 µM; 370,000 tested, 0.13% active;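 active = inhibition above the mean of compounds falling within the control limits plus 3 SD of them, cut at about 14% in these data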;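 note: 0% = plate median of compound wells and 100% = 10 µM Aha-Tn7 peptide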
Target sequence (P02675 whole entry, looked up): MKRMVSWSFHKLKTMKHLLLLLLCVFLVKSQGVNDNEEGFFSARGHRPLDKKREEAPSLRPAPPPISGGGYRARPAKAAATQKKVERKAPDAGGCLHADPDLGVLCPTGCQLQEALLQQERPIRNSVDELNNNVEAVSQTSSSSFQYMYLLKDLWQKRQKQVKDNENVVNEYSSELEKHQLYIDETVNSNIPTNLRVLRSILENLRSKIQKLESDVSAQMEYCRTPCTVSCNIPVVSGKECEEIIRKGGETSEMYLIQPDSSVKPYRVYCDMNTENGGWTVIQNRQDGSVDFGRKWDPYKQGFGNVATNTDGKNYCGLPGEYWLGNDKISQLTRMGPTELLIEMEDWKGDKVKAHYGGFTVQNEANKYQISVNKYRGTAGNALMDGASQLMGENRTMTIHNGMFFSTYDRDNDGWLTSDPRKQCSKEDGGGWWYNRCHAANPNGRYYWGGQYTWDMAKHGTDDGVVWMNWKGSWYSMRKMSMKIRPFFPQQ
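Also added: labelled Tn7 tracer, 0.1 µM; Assay system: human fibrin DD(E) protein; Amount: 2 µM fibrin DD(E); Schedule: 10 min compound pre-incubation, 3 h probe incubation at room temperature; Repeats: one replicate per compound; Read-out basis: percent inhibition; Measured by: fluorescence polarization of the labelled Tn7 tracer.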
TCR-CD3 inh – inhibitors of human TCR-CD3 interaction, primary screen, biochemical, fluorescence, TAMRA-labeled TCR probe. T-cell receptor (TCR). inhibition, % at 9.4 µM. 360,000 tested, 0.37% active; in the data active = inhibition above about 19%;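 note: recombinant mutant TCR 2C K166C tagged with TAMRA read by polarization; 0% = receptor in buffer alone and 100% = receptor with positive control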
TDP2 absorb – human TDP2 enzyme inhibitors, primary screen, biochemical, epi absorbance, recombinant enzyme | Tyrosyl-DNA phosphodiesterase 2 (Homo sapiens), O95551 | T5PNP hydrolysis, p-nitrophenol absorbance 415 nm | inhibition, % at 12.8 µM | 370,000 tested, 0.34% active;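 active = inhibition above the mean of all tested compounds plus 3 SD, set per campaign, cut at about 25% in these data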;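 note: 0% = DMSO with enzyme and 100% = buffer with substrate but no TDP2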
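Incubation: 2 h at 37 °C; Test system: recombinant human TDP2; Quantity: enzyme 120 nM; Read-out basis: percent inhibition; Medium: 50 mM Tris-HCl pH 7.5 with Mg2+, KCl, DTT, BSA; Repeats: single replicate; Compound: 12.8 µM single point, 1% DMSO; Signal: epi absorbance; Reagent: 5 mM T5PNP chromogenic substrate; Benchmarks: no-enzyme high, DMSO-plus-enzyme low.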
PRMT1 inh – PRMT1 methyltransferase inhibitors, primary screen, biochemical, fluorescence polarization. Protein arginine N-methyltransferase 1 (Homo sapiens), Q99873. recombinant PRMT1, activity-based probe fluorescence polarization. inhibition, % at 2.79 µM. 370,000 tested, 1.3% active;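 active = inhibition above about 21% made by adding two undisclosed values, limit read from the data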
The depositor's hits bear a star; . = not tested or not shown.

Under each structure – PG9 binder	LEDGF integ inh	UHRF1 MBD2 ctr	ABHD4 inh	SIAE inh	HTRA1 inh	DDE Tn7 FP inh	TCR-CD3 inh	TDP2 absorb	PRMT1 inh
COc1ccccc1CN(C)C(=O)c1ccc2c(c1)NC(=O)CS2
  0.4	-5	1	2	1	2	2	-2	-2	2
O=C(c1ccc(F)cc1)N(c1ccccn1)C1CCCCC1
  -0.8	-4	2	3	-2	-3	-4	-2	-1	7
COc1cc(CNC2CCCCCCC2)cc(Cl)c1OC
  -0.7	-2	-2	3	6	0	7	3	0	-2
COc1cccc(N(CC(=O)NCCN2CCOCC2)S(=O)(=O)c2ccccc2)c1
  0.6	-1	-1	-1	1	4	0	7	1	-2
CCOC(=O)Cn1nc(C)c(NC(=O)COc2ccc([N+](=O)[O-])cc2)c1C
  -1.8	2	1	4	5	2	-9	3	20	-1
Cc1ccc(NC(=O)Cn2ccc([N+](=O)[O-])n2)cc1Cl
  0.2	-5	1	3	3	-4	0	-3	-1	2
Cc1nc2ccc([N+](=O)[O-])cc2c(=O)n1Cc1ccc(Cl)cc1
  -0.8	3	-2	-2	6	-4	2	5	4	-2
Cc1[nH]n(C)c(=O)c1N=Nc1ccc(S(C)(=O)=O)cc1
  -3.1	0	-9	1	4	6	1	4	8	-2
Cc1ccc(S(=O)(=O)c2cc3c(=O)n4ccccc4nc3n(C)c2=N)cc1
  -2.2	4	1	3	1	-14	0	3	6	0
COC(=O)c1ccc(CNC(=O)COC(=O)CCN2C(=O)C3CC=CCC3C2=O)cc1 (stereo not given)
  -2.1	0	-2	-1	10	-2	1	-6	3	-1
COc1ccc(C2(CNC(=O)Cc3ccccc3)CCCC2)cc1OC
  2.8	-1	-3	3	-7	1	0	11	-2	-2
CCCCC[C@@H]1C=C(C(=O)O)[C@H](c2ccc(C)cc2)N1S(=O)(=O)c1ccc(C)cc1
  1.5	3	1	-3	3	-28	-7	3	-5	3
Cc1cccc(-c2cc3nc(C)cc(=O)n3[nH]2)c1
  -2.3	4	0	3	-1	0	-7	-5	-4	-1
O=C(NCc1nc(-c2ccc(C(F)(F)F)cc2)no1)Nc1ccc(OC(F)(F)F)cc1
  -0.1	-5	-2	-6	-98	.	-1	0	-15	-1
CC(C)(C)[C@H]1COC(=O)[C@@H](Cc2ccc(F)cc2)C/C=C\C[C@@H](CC(=O)N[C@H](CO)Cc2ccccc2)C(=O)N1
  -0.7	1	-1	5	8	4	7	-1	1	2

Of the compounds above, three contain fluorine.
Under each structure – PG9 binder	LEDGF integ inh	UHRF1 MBD2 ctr	ABHD4 inh	SIAE inh	HTRA1 inh	DDE Tn7 FP inh	TCR-CD3 inh	TDP2 absorb	PRMT1 inh
O=C(c1ccc(F)cc1)N(c1ccccn1)C1CCCCC1
  -0.8	-4	2	3	-2	-3	-4	-2	-1	7
O=C(NCc1nc(-c2ccc(C(F)(F)F)cc2)no1)Nc1ccc(OC(F)(F)F)cc1
  -0.1	-5	-2	-6	-98	.	-1	0	-15	-1
CC(C)(C)[C@H]1COC(=O)[C@@H](Cc2ccc(F)cc2)C/C=C\C[C@@H](CC(=O)N[C@H](CO)Cc2ccccc2)C(=O)N1
  -0.7	1	-1	5	8	4	7	-1	1	2

Other records
Under each structure – PG9 binder	LEDGF integ inh	UHRF1 MBD2 ctr	ABHD4 inh	SIAE inh	HTRA1 inh	DDE Tn7 FP inh	TCR-CD3 inh	TDP2 absorb	PRMT1 inh
O=C(O)c1ccc(-c2nnc(-c3ccc([N+](=O)[O-])cc3)o2)cc1
  0.2	-4	-1	8	-5	-20	3	11	-12	-1
Cc1cc(N2CCN(C(=O)OC(C)(C)C)C[C@H]2C)ccc1N1CCS(=O)(=O)CC1
  -0.3	1	1	0	1	.	0	-3	0	-4
CC(C)N1C[C@@]23C=C[C@@H](O2)C(C(=O)OCc2ccccc2)[C@H]3C1=O (stereo not given in full)
  1.7	-1	1	-2	-2	-1	-2	3	-8	2
CN(C)c1ccc(-c2ccnc3c2CC(C)(C(=O)NCC2CC2)O3)cc1 (stereo not given)
  -2.8	1	-1	17	6	.	-9	0	-4	0
Cc1ccc(C)c(S(=O)(=O)n2cnc3ccccc32)c1
  2.8	-3	4	3	-1	1	3	3	6	1
O=C(/C=C/c1ccco1)N1CCN(C/C=C/c2ccccc2)CC1
  -0.8	1	1	11	-1	1	-1	9	5	1
O=S(=O)(O)c1nc2ccccc2[nH]1
  0.4	-3	1	8	3	4	6	-3	9	5
Cc1ccc(NC(=O)CCCN2C(=O)NC(C)(C)C2=O)cc1
  1.1	-6	5	0	2	-2	0	-3	-10	4
COCCN(C(=O)CCC(=O)Nc1cc(C)on1)C(C(=O)NC1CCCC1)c1ccccc1C (stereo not given)
  0.8	0	0	-3	1	2	-6	1	10	0
Cc1ccsc1C(=O)Nc1cccc(S(=O)(=O)N(C)C)c1
  -1.7	0	1	-6	2	0	3	-3	-12	2
CCCN1C2CCCC1CC(NC(=O)c1ccccc1Br)C2 (stereo not given)
  0.3	10	1	-10	2	-1	6	-8	-15	-9
CO/N=C(/CN1CCCCC1)c1ccc(Cl)cc1
  -0.1	3	4	1	7	-5	-11	4	2	-1
CCSc1nnc(CNc2ccc(C)cc2)n1C
  -2.6	0	24*	-13	-3	2	2	-5	-10	6
O=C1c2ccc(Br)cc2C(=O)N1c1ccc(Cl)cn1
  -0.3	4	-2	1	5	1	-1	3	7	1
COc1ccc2cc(C3(C)NC(=O)N(CC(=O)N4CCCCC4)C3=O)ccc2c1 (stereo not given)
  0.9	0	2	5	-3	-1	-1	3	4	5
O=C(C[C@@H]1C/C=C\C[C@@H](Cc2ccc(F)cc2)C(=O)OC[C@H]2CCCN2C1=O)NCCO
  1.1	-1	1	3	-5	5	2	0	-7	2
COc1ccc(CN2C(=O)NC3(CCCc4ccccc43)C2=O)cc1F (stereo not given)
  -2.1	3	0	4	-3	0	-1	4	-10	-3
COc1ccc(C(=O)NCCn2ccc3ccccc32)cc1OC
  -0.5	-3	-1	2	22*	-6	1	-1	10	-3
COCCNC(=O)C1(C(F)(F)F)CC(CCCO)CCCO1 (stereo not given)
  -0.3	-2	-1	3	2	10	1	3	-2	-1
Cn1cc(Br)c(-c2cccc(N3C(=O)CCCC3=O)c2)n1
  -1.9	2	6	1	-1	0	-1	-3	-2	-1
CCOc1ccc(-c2cc(C(=O)Nc3ccc(C)c(NS(C)(=O)=O)c3)[nH]n2)c(C)c1
  -2.7	2	1	-15	-17	.	-5	-3	-11	-6
CCOC(=O)C1(CCc2ccccc2)CCN(Cc2cccc3nccnc23)CC1
  -2.0	-2	-1	4	6	-3	-4	-6	0	1
CC(=O)Nc1cc(-c2cccc(C(=O)N(C)C)c2)cn2c(-c3cccc(C(=O)N(C)C)c3)cnc12
  -1.4	-2	-3	11	2	.	-4	-10	8	1
CCN(CCCCN1C(=O)c2ccccc2C1=O)c1ccc2c(c1)C(=O)N(C)C2=O
  0.5	2	-5	-1	0	-1	6	3	-15	2
CCCC12CN3CC(C)(CN(C1)C3c1ccc([N+](=O)[O-])o1)C2=O (stereo not given)
  0.3	1	0	5	2	10	-3	-1	3	6
CCc1ccc(OCc2nnc(SCCN3CCOCC3)n2C)cc1
  -0.1	1	0	9	-1	-2	2	-2	6	0
CSc1ccccc1NC(=O)CNCCCN1CCOCC1
  -2.1	7	-1	12	0	0	4	5	18	-2
COc1ccc(S(=O)(=O)N2CCC(C(=O)N[C@H](C(=O)N3CCCC3)C(C)C)CC2)cc1
  1.7	3	-2	-7	-4	-2	-5	0	-5	-2
CCn1c(SCc2nc(-c3ccc(OC)c(OC)c3)no2)nnc1-c1cccs1
  -1.8	1	0	-7	-1	0	-6	0	4	0
O=C(O)c1ccc(N/C(=N\S(=O)(=O)c2ccc(Cl)cc2)c2ccccc2)cc1
  0.7	-4	1	-18	-5	-2	5	-8	0	6
Cc1nc2ncnn2c(N2CCN(C(=O)c3cccc(F)c3)CC2)c1C
  -0.3	0	3	1	6	2	4	0	-1	0
Cc1ccc(NC(=S)NC(=O)c2ccc(-c3ccccc3)cc2)c(C)c1
  -1.1	1	1	2	-9	-18	-4	-2	1	-1

Records listed above printed as active in SIAE inh:
SMILES | PG9 binder | LEDGF integ inh | SIAE inh | HTRA1 inh | DDE Tn7 FP inh | TCR-CD3 inh | TDP2 absorb | PRMT1 inh
COc1ccc(C(=O)NCCn2ccc3ccccc32)cc1OC | -0.5 | -3 | 22* | -6 | 1 | -1 | 10 | -3
